SDO1 yeast rescue – compounds rescuing growth of sdo1-depleted yeast, bone marrow failure model. S. cerevisiae sdo1-depleted JHY4D growth rescue, OD600 30 h; active compounds read high; pdr5 snq2 efflux-pump mutant strain. z-score at 10 µM. hit rate 0.21% among 140,000. AID 817;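 active = z-score above 3 at both the 24 hr and the 30 hr optical density reads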;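 also: z-score against mean and SD of all compound wells on the same plate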
Insulin prom inh – TRM-6 insulin promoter activity inhibition | TRM-6 cells (human fetal islet line), insulin promoter-eGFP reporter, imaging; reporter expression induced with tamoxifen | AID 1273 | inhibition, % at 2 µM | hit rate 0.9% among 130,000;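 active = inhibition above the mean plus 3 SD, with well images judged a real hit on visual review, cut at about 60% in these data, passing the limit was not always enough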
SDO1 yeast rescue Rescue 24 h – second read-out of SDO1 yeast rescue, no call of its own (marks repeat the call); z-score; S. cerevisiae sdo1-depleted JHY4D growth rescue, OD600; measured here: growth rescue at 24 h;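 0 is the plate mean of compound wells and units are plate SD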
Starred values were filed as active, the others as inactive; . = not tested or not shown; [ ] = dose if it differs, or a comment.

SMILES	SDO1 yeast rescue	SDO1 yeast rescue Rescue 24 h	Insulin prom inh
CCN(c1cccc(C)c1)S(=O)(=O)c1ccc2c3c(cccc13)C(=O)N2	-1.75	-0.96	67.4
O=C(Nc1ccc2c(c1)OCO2)c1c(F)c(F)c(F)c(F)c1F	0.48	0.49	-7.7
COc1ccccc1OC(C)C(=O)NNC(=S)NC1CCCC1 (stereo unspecified)	.	.	16.7
O=C(CSc1ccccn1)N/N=C/c1cccc([N+](=O)[O-])c1	1.28	0.9	-11.4
O=C(COC(=O)c1ccccn1)Nc1cccc(Cl)c1	-0.75	-0.77	14.3
CCCS(=O)(=O)c1nc(S(=O)(=O)c2ccc(C)cc2)c(NCCCN(C)C)s1	.	.	26.7
CCN(c1ccccc1)S(=O)(=O)c1cc(OC)ccc1OC	-0.37	-0.25	-6.7
COc1ccc2c(c1)cc(C(O)c1ccccn1)n2S(=O)(=O)c1ccccc1 (stereo unspecified)	-0.45	-0.53	-106.7
CCCCn1c(=O)[nH]c(=O)c2c(C(=O)OCC)cc(-c3ccc(OC(F)F)cc3)nc21	.	.	17.6
CCOC(=O)c1c(C)c(C(=O)NCc2cccnc2)c(C)n1C	0.12	0.52	0.0
Cc1sc2ncnc(SCC#N)c2c1C	1.52	2.45	-61.5
Cc1cccc(OCC(O)CN2C(C)(C)CC(O)CC2(C)C)c1C (stereo unspecified)	-0.76	-1.86	44.8
CCN(CC)S(=O)(=O)c1ccc(N(C)CCc2ccc(OC)c(OC)c2)nc1	.	.	-18.2
Cn1nnnc1SCC(=O)N1CCN(S(=O)(=O)c2ccc(Cl)cc2)CC1	.	.	52.6
CC1CCC(N2CCN(c3ncccn3)CC2)C1 (stereo unspecified)	0.38	0.48	61.3
Cc1nc(N/N=C/c2ccccn2)sc1C	-1.98	-1.98	33.3
O=C(O)c1ccc(-c2nc(-c3ccccc3)c(-c3ccccc3)[nH]2)cc1	0.09	-0.75	14.3
CCCC(=O)Nc1ccc(N2CCN(C(=O)CCC)CC2)cc1	0.73	1.43	-30.0
CCCCc1ccc(NC(=S)NCCCN2CCOCC2)cc1	.	.	17.6
O=S(=O)(c1ccccc1)c1nc(-c2ccco2)oc1N1CCOCC1	-0.52	-1	-36.4
O=S(=O)(c1ccc(Oc2ccc(S(=O)(=O)N(CCO)CCO)cc2)cc1)N(CCO)CCO	.	.	64.3
COc1ccc(CC(=O)NC(C)(C)CC(C)=O)cc1OC	0.86	0.2	11.4
Cc1ccc(S(=O)(=O)Cc2ccc(C(=O)NCCCN3CCN(C)CC3)o2)cc1	0.72	1.02	31.4
O=C(Nc1ccc(F)c([N+](=O)[O-])c1)c1cccs1	.	.	28.2
Cc1cc(C)c(S(=O)(=O)NNC(=O)C2CCN(Cc3ccccc3)CC2)c(C)c1	0.89	-0.34	14.3
Cc1noc(C)c1S(=O)(=O)N1CCN(Cc2ccc3c(c2)OCO3)CC1	0.28	0.19	.
COC(=O)c1ccc(-n2c(C)nc(=O)c(-c3ccccc3)c2C)cc1	1.34	1.05	71.8*
Cn1c(Cl)c(/C=N/OC(=O)C2CC2)c2ccccc21	.	.	-30.0
c1ccc(CCNc2nc(-c3cccnc3)cs2)cc1	-1.24	-1.13	64.5
CC(=O)c1cc2c(cc1NS(=O)(=O)c1ccc(C)cc1)OCCO2	-1.07	-0.6	-18.8
COc1ccccc1C1C(C(N)=O)=C(C)Nc2nc(-c3ccccc3Cl)nn21 (stereo unspecified)	0.48	-0.21	.
O=C(NCC1OCCCN1S(=O)(=O)c1cc(F)ccc1F)C(=O)NC1CCCCC1 (stereo unspecified)	.	.	-55.6
c1coc(CNC2CCCCC2)c1	-0.49	-0.96	50.0
Cc1cccc(-n2c(=O)c(C#N)cc3c(=O)n4ccccc4nc32)c1	0.06	0.05	32.4
COc1cc2c(cc1OC)C(=O)NCC(C)(C)O2	0.47	-1.31	-16.7
C=CCN1C(=O)N/C(=C/c2ccc(N3CCOCC3)o2)C1=O	0.67	0.11	-203.4
Cc1nn(Cc2cccc(C(=O)Nc3ccn(Cc4c(F)c(F)cc(F)c4F)n3)c2)c(C)c1[N+](=O)[O-]	-1.41	-1.98	-37.8
Cc1ccccc1Nc1nnc(SCC(=O)NC(=O)NCc2ccco2)s1	-0.86	-1.38	40.4
Cc1cc(C)n(-c2nc3c(c(=O)[nH]c(=O)n3C)n2CC(O)COc2ccccc2C)n1 (stereo unspecified)	-0.62	-0.68	.
Cc1ccc(S(=O)(=O)N2CCC(=O)N(CCOCc3ccccc3C)CC2)cc1	-0.59	-0.71	-70.0
Cc1nn(C)c(C)c1S(=O)(=O)NCc1cccs1	-0.02	-0.44	.
CCOC(=O)c1c(C)[nH]c(C(=O)COC(=O)CCC2CCCC2)c1C	0.22	0.25	37.8
COc1ccccc1N(CC(=O)NC(C)(C)C)C(=O)Cn1nnc(-c2ccc(C)o2)n1	0.32	-0.32	.
CC1CN(c2ccc(S(=O)(=O)N3CCOCC3)cn2)CC(C)O1 (stereo unspecified)	1.74	0.37	-21.1
COc1c(N2CCN(C(=S)NCc3ccccc3)C(C)C2)c(F)cc2c(=O)c(C(=O)O)cn(C3CC3)c12 (stereo unspecified)	-0.04	1.7	17.1
Cc1sc2ncnc(OCC(=O)c3ccc(S(=O)(=O)N4CCCC4)cc3)c2c1C	-0.66	-0.55	.
CC(C)(C)c1cc(=O)n(-c2ccccc2)[nH]1	1.03	0.45	23.1
CN1C2CCC1/C(=C/c1cccn1C)C(=O)/C2=C\c1cccn1C	-0.03	0.27	30.8
CCOc1ccc(NC(=O)CSc2nnc(C)n2Cc2ccccc2)cc1	-0.15	-0.3	-61.1
C=CCNC(=O)/C(C#N)=C/c1ccccc1OCc1ccc(C(=O)OC)cc1	-0.92	-0.18	.
CCCn1c(=O)[nH]c(=O)c2c(C(F)(F)F)cc(-c3ccc(C)cc3)nc21	.	.	27.8
O=C(CN1CCC(O)CC1)N1c2ccccc2C=Cc2ccccc21	0.95	0.67	.
CCOC(=O)C(C)Sc1nnc(-c2c[nH]c3ccccc23)n1C (stereo unspecified)	0.58	0.52	.
Cc1cc(C)n(CC(=O)N/N=C/c2ccc([N+](=O)[O-])s2)n1	.	.	33.3
CC1(C)NC(=O)N(CCCOc2ccccc2Br)C1=O	-0.97	-0.89	-15.4
CC(=O)Nc1ccc(N2C(C(C)=O)=NN(c3ccccc3)C2c2cccs2)cc1 (stereo unspecified)	-0.61	-0.63	35.3
O=c1c2c(nc3c(-c4cccc5ccccc45)c[nH]n13)CCC2	0.41	0.12	-33.3
Cc1cc(C=C2C(=O)c3ccccc3C2=O)c(C)n1-c1cccc(C(=O)O)c1	.	.	-21.4
CCOc1ccc(-n2c(COc3ccc(C)cc3)nnc2SCC(N)=O)cc1	0.43	-0.04	30.6
O=C(CCl)NCCN1C(=O)S/C(=C\c2cccnc2)C1=O	.	.	-28.6

Going on with the list:
SMILES	SDO1 yeast rescue	SDO1 yeast rescue Rescue 24 h	Insulin prom inh
CC(NS(=O)(=O)c1ccc([N+](=O)[O-])cc1)C(=O)NN (stereo unspecified)	.	.	-68.8
COc1ccc(C(=O)C2CCCN(C(=O)c3cccnc3OC)C2)cc1F (stereo unspecified)	.	.	41.7
Cc1cc(NS(=O)(=O)c2ccc(NC(=O)Cc3cccs3)cc2)no1	-0.43	-1.47	-10.3
Cc1nn(-c2ccccc2)c2c1C(c1cccc([N+](=O)[O-])c1)N(c1ccccc1)C(=O)N2 (stereo unspecified)	-0.53	0.22	.
COc1ccc(C(NC(=O)c2ccccc2F)NC(=O)c2ccccc2F)cc1	-0.62	-0.2	.
COc1ccc2c(c1)-c1c(sn(-c3ccc(OC)c(OC)c3)c1=S)C(C)(C)N2	-1.43	-0.72	16.7
COc1ccccc1-n1c(=S)[nH]c2c(sc(=S)n2-c2ccccc2)c1=O	.	.	-46.7
COc1ccc(NC(=O)CSc2nnc(Cn3c(=O)sc4ccccc43)n2C)cc1	1.03	1.07	.
Cc1cc(Cl)ccc1OCC(=O)NC(=S)Nc1ccccc1N1CCOCC1	-0.44	0.54	1.5
COc1cc(S(=O)(=O)N2CCC(c3nc4ccccc4s3)CC2)ccc1S(=O)(=O)NC1CCCC1	-0.9	-0.04	61.9
COc1cccc(NC(=O)Cn2c(SCC(=O)N3CCOCC3)nc3ccccc32)c1	0.69	0.41	0.0
CCOC(=O)C(NC(=O)c1ccccc1)=C1C=C(C)OC(C)=C1	0.9	-0.33	-46.7
O=S(=O)(NC1CCCCC1NCc1ccco1)c1ccc(Cl)cc1 (stereo unspecified)	2.64	1.84	.
O=C(NCc1cccs1)c1cc(-c2cccc(Cl)c2)on1	-1.07	-0.35	-20.0
CCOC(=O)C1=C(C)Nc2ncnn2C1c1cc(OC)ccc1OC (stereo unspecified)	0.56	-0.76	25.0
COc1ccc(CCNC(=O)c2cccnc2)cc1OC	0.52	0.26	.
COc1ccc(NC(=O)CS(=O)CC(=O)Nc2ccc(OC)c(OC)c2)cc1 (stereo unspecified)	0.08	-0.1	.
CCOc1ccc(NC(=S)Nc2cccc3cnccc23)cc1	0.37	-0.74	40.0
Cc1nn(-c2ccccc2Cl)c(Cl)c1/C=C(\C#N)C(N)=O	-1.3	-2.5	-6.7
CCOC(=O)c1cn(Cc2c(C)c(C)c(C)c(C)c2C)nn1	-0.4	-0.78	-15.6
Cc1ccc(NC(=O)c2ccoc2C)cc1C	0.81	-1.4	-3.3
Cc1cccc(N2CCN(C(=O)Cc3c(C(=O)O)[nH]c4ccc(Cl)cc34)CC2)c1C	0.83	-0.1	29.2
COc1cc(N=c2ssnc2Cl)c(OC)cc1Cl	-1.48	-1.04	-5.4
CCCCNc1nc(CC(C)=O)ns1	0.71	0.16	-41.9
CCN1CCN(C(=O)c2cc3nc(-c4ccccc4)cc(C(F)(F)F)n3n2)CC1	0.57	0.37	40.0
Cc1ccc(S(=O)(=O)N2CCCCC2)cc1NC(=O)c1ccc2ccccc2n1	-1.26	-0.94	13.3
O=c1cc(COn2nnc3ccc(C(F)(F)F)cc32)nc2sccn12	-0.99	-0.61	45.5
COc1ccc(CNC(=O)CN2CCN(S(=O)(=O)c3cccs3)CC2)cc1OC	.	.	-21.4
O=C1C2CCCN2C(c2ccc(F)cc2)N1c1cccc(Cl)c1 (stereo unspecified)	-0.25	-0.46	.
CN1CCC(NC(=O)Cc2c(F)cccc2Cl)CC1	-0.94	-0.5	-77.8
Cc1ccc(C(N)=S)c(C)c1	-0.3[21.7 µM]	-1.02	-11.1
COCCNC(=O)CSc1nc2cc3c(cc2c(=O)n1CCCC(=O)NCc1ccc(OC)cc1)OCO3	.	.	-21.4
Cc1nc2scc(-c3ccc(Cl)cc3)c2c(=O)n1N	.	.	11.1
O=C(Nc1ccccc1)C1CCCN1/C=C/C(=O)C(F)(F)F (stereo unspecified)	.	.	-8.3
CC/C(=N/Nc1cccc(C)c1)c1cnnc(SC)n1	-1.19	0.33	-41.7
Cc1nnc(NC(=O)CSc2nc(C3CCCCC3)nc3ccccc23)s1	-0.46	-0.23	-14.3
Cc1cc(C)c2c(=O)[nH]c(SCC(=O)c3ccc(C)c(C)c3)nc2n1	.	.	-9.1
COc1cc(OC)cc(C(=O)Nc2ccc(-c3nc4ccccc4o3)cc2)c1	0.66	1.89	.
CC(Oc1ccccc1F)C(=O)NN (stereo unspecified)	-0.12	-0.98	-7.1
COc1cc(/C=C(\C#N)C(=O)N2CCOCC2)cc(Br)c1O	-0.25	-0.76	54.8
Cc1ccc(-n2c3c(c(=O)[nH]c2=O)C(NS(=O)(=O)c2ccc(C)cc2)(C(F)(F)F)C(=O)N3)cc1 (stereo unspecified)	0.46	0.85	0.0
O=[N+]([O-])c1cccc(S(=O)(=O)NCCCN2CCOCC2)c1	0.51	-0.2	0.0
COC(=O)c1c(C)c(C)nc(N)c1C#N	0.97	-0.42	2.6
CCCNC(=O)N1CCC(C(=O)c2ccc(F)cc2)CC1	1.63	0.63	25.7
CCCOc1ccc(OCCSc2ncccn2)cc1	-0.37	-0.23	-57.6

Single records, as listed above. Order of screens: SDO1 yeast rescue	SDO1 yeast rescue Rescue 24 h	Insulin prom inh
Shown for COc1cc(OC)cc(C(=O)Nc2ccc(-c3nc4ccccc4o3)cc2)c1 = 0.66	1.89	.
Shown for Cc1nnc(NC(=O)CSc2nc(C3CCCCC3)nc3ccccc23)s1 = -0.46	-0.23	-14.3
Shown for COC(=O)c1c(C)c(C)nc(N)c1C#N = 0.97	-0.42	2.6
Shown for CCCNC(=O)N1CCC(C(=O)c2ccc(F)cc2)CC1 = 1.63	0.63	25.7
Shown for Cc1ccc(C(N)=S)c(C)c1 = -0.3[21.7 µM]	-1.02	-11.1

Remaining list, next part.
SMILES	SDO1 yeast rescue	SDO1 yeast rescue Rescue 24 h	Insulin prom inh
CC(NC(=O)c1ccco1)C(c1cccs1)N1CCOCC1 (stereo unspecified)	0.59	0.75	.
NC(=O)C1(N2CCCCC2)CCN(C(=O)c2ccc(C#Cc3ccccc3)o2)CC1	-0.34	0.31	-37.5
COc1cccc(OCC(O)CN2CCOCC2)c1 (stereo unspecified)	0.34	-0.34	.
O=C(NCc1ccncc1)C(=O)NC1CC1	.	.	38.5
